Screens (PubChem)
Peg3 prom inh = Peg3 promoter-driven luciferase inhibitors, primary screen, cell-based, HeLa, luciferase luminescence. HeLa PEG-Prom luciferase reporter, overnight. AID 588405, 2011. inhibition, % at 20 µM. 360,000 compounds, 1.7% hits;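 active means inhibition of at least 50% at 20 µM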
CF NFkB block = inhibitors of PAF-induced NF-kB signaling, primary screen, cell-based, GFP fluorescence, uHTS; KKLEB NF-kB-GFP reporter, GFP fluorescence overnight; 360,000 compounds, 0.86% hits; inhibition, % at 5 µM;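 active means at least 50% inhibition at 5 µM, scaled per plate between neutral and stimulator controls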;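 further: PAF is a Pseudomonas aeruginosa culture filtrate used as stimulus; plate controls were PAF-stimulated DMSO wells for no effect and unstimulated DMSO wells for full effect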
TROY NFkB inh = inhibitors of TROY-driven NF-kB signaling, primary screen, Q293 LMP1-TROYcd cells, NF-kB luciferase, uHTS. Q293 LMP1-TROYcd NF-kB luciferase reporter, 4 h. inhibition, % at 10 µM. 360,000 compounds, 0.98% hits;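 active means compounds whose plate-normalised and pattern-corrected inhibition of the luciferase reporter signal at the single screening dose is 50% or more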
NR2E3 ag-1 = inhibitors of NR2E3-RetCOR corepressor binding, primary screen, NR2E3 agonist project, biochemical, TR-FRET, GST-NR2E3, biotin-RetCOR. inhibition of corepressor binding, % at 4.78 µM. 1536-well. Photoreceptor-specific nuclear receptor (Homo sapiens), Q9Y5X4. 320,000 compounds, 0.12% hits. AID 2300, 2010;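 active means percent inhibition above the cutoff of mean plus 3 SD of all tested compounds, set per screening campaign, cut at about 20% in these data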;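 further: 0% = DMSO wells and 100% = biotin wells as full block of FRET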
Target sequence (Q9Y5X4 whole entry, looked up): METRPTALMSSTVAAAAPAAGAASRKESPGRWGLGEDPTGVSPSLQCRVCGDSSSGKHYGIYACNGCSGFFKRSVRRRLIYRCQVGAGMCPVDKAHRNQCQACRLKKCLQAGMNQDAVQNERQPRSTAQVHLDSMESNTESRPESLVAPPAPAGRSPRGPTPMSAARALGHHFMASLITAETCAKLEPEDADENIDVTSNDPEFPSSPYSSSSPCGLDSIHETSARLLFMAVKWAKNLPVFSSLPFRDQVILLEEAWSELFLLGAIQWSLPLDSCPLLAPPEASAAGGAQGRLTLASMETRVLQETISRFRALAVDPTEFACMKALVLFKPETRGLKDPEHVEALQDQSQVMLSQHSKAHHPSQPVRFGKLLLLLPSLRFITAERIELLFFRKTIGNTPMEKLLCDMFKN
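Test system – NR2E3–RetCOR corepressor complex · Quantity – NR2E3 fusion 1.35 nM · Buffer or medium – Tris pH 7.5 · Incubation – Compound–protein incubation for 5 h at 4 °C · Technique – TR-FRET, Eu(K)-anti-GST donor, streptavidin-D2 acceptor, ex 340, em 617/671 nm · Evaluation – percent inhibition of 671/617 nm emission ratio versus biotin and DMSO controls · Plate – 1536-well format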
TWEAK-Fn14 inh = inhibitors of TWEAK-Fn14 signaling, primary screen, luciferase reporter cells, uHTS | TWEAK-stimulated Fn14 reporter cells, luciferase luminescence, 8 h | inhibition, % at 10 µM | 360,000 compounds, 2% hits | AID 1159606, 2016; in the data active means inhibition above about 50%
MITF TRPM1 inh = inhibitors of MITF-dependent TRPM1 promoter reporter, primary screen, cell-based, SK-MEL-5, single point, luciferase; inhibition, % at 12.5 µM; 330,000 compounds, 0.83% hits; SK-MEL-5 TRPM1 promoter luciferase, 24 h;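 active means mean inhibition across replicates of 60% or more, whatever share of single replicates reaches that level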; further: values of inactives mirror those of a sister screen read the other way
TRAIL sens C8 = viability loss with TRAIL in NB7+C8 cells, primary screen, TRAIL sensitizer project, cell-based, ATPlite luminescence. inhibition (viability loss, TRAIL sensitization), % at 10 µM. 360,000 compounds, 1% hits. AID 624354, 2012;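 active means compounds causing at least 50% loss of cell viability in the single-dose screen, relative to plate controls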
KKLEB cytotox = cytotoxicity in KKLEB CF airway cells, primary screen, cytotoxicity control for CF NF-kB inhibitor project, cell-based, uHTS, fluorescence assay plates | KKLEB CF airway cells viability, ATPlite luminescence, overnight; active compounds read low; cells stimulated with P. aeruginosa culture filtrate | 360,000 compounds, 0.36% hits | AID 602141, 2011 | activity change (cytotoxicity), % at 5 µM;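 active means corrected activity change at or below -50% at 5 µM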
Shn3 inh set2 = reduction of Shn3 3'UTR firefly luciferase signal, primary screen, Schnurri-3 inhibitor project, cell-based, Clone20 osteoblasts, set 2; Clone20 osteoblast Shn3 3'UTR firefly luciferase, 24 h; inhibition, % at 12.5 µM; 360,000 compounds, 0.52% hits; AID 588674, 2011;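 active means mean inhibition of at least 75% with every replicate also reaching 75%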;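 further: 0% = median of neutral control wells and 100% = pilot-screen positive control compound; some compounds past the cut are filed as inactive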
NR2E3 ag-2 = NR2E3 agonists in two-hybrid cells, primary screen, cell-based, luminescence, CHO-S, Gal4-NCOR/VP16-NR2E3; luciferase; inhibition of corepressor binding, % at 3.98 µM; 360,000 compounds, 0.35% hits; AID 602229, 2012;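 active means inhibition above the mean of all tested compounds plus 3 SD, cut at about 70% in these data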;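 further: 0% = DMSO with NR2E3 transfected cells and 100% = cells lacking NR2E3 construct; higher means lower luciferase signal from less NR2E3 corepressor binding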
HIF-2a block = HIF-2a reporter inhibitors, primary screen, luminescence, 786-0 RCC cells. 786-0 RCC cells HIF-2a reporter, luciferase luminescence, overnight. inhibition, % at 18.8 µM. 360,000 compounds, 0.72% hits;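 active means inhibition of the luminescence signal of 40% or more relative to plate controls, in a single-dose primary screen at 18.75 µM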
Starred values were filed as active, the others as inactive; x = not tested or not shown. These rows are one share of the data, so the mix of outcomes need not match the whole.

SMILES	Peg3 prom inh	CF NFkB block	TROY NFkB inh	NR2E3 ag-1	TWEAK-Fn14 inh	MITF TRPM1 inh	TRAIL sens C8	KKLEB cytotox	Shn3 inh set2	NR2E3 ag-2	HIF-2a block
CCOC(=O)[C@]12CCC=C1N(Cc1cccc3ccccc13)C(=O)[C@H](CC(=O)NCCc1ccccc1OC)C2	x	x	-20	x	23	x	-5	x	x	24	-20
CCOc1ccccc1N1CCN(C(=O)c2ccncc2)CC1	19	0	-3	1	18	-1	-10	1	7	6	-3
O=C(c1ccco1)N1CCC(c2nc3c(nnn3Cc3ccc(F)cc3)c(=O)[nH]2)CC1	5	-4	-8	5	7	-2	-14	10	-9	-41	6
Cc1ccc(-c2cccc(-c3cc(=O)oc4ccc(C(C)(C)C)cc34)c2)cc1	11	35	4	x	-14	-4	15	-8	3	4	2
Cc1ccc(OCCCc2c(C)n[nH]c2C)cc1	-28	6	-6	4	6	-6	-9	2	13	-29	-40
CCc1nc2c(OCCC3CCCCC3)cccn2c1N(C)C(=O)COc1ccccc1	9	-26	-12	x	-1	x	13	-13	23	-21	-6
Cn1cc(Br)cc2nc(C(F)(F)F)nc1-2	13	5	-8	4	2	-1	-10	-2	-9	-19	17
CCc1ccc(C(=O)Nc2ccc(OC)c(S(=O)(=O)N3CCCCC3)c2)cc1	-1	11	18	-2	40	15	33	11	26	13	-23
O=c1c2ccccc2sc2c(CO)ccc(NCCN3CCCCC3)c12	88*	-74	-13	x	-37	15	5	-2	-7	-21	55*
C#Cc1ccc([C@@H]2C=C(C(=O)OCC=C)O[C@H](OCCCCO)C2)cc1	-4	-17	7	1	8	-3	17	-9	3	12	-4
Nc1nc(SCC(=O)c2ccc([N+](=O)[O-])cc2)n[nH]1	4	-10	11	4	-17	5	-1	3	8	-3	-5
CCN(CC(=O)Nc1ccc2c(c1)OCCO2)C(=O)C(C)Oc1ccc(Cl)cc1 (stereo unspecified)	17	-8	3	-2	-1	1	-11	0	15	12	8
Cc1ccc(-c2nc(N/N=C/c3ccncc3)c3ccccc3n2)cc1	-23	-28	43	2	76*	-6	92*	-95*	41	-95	-174
Cc1ccc(CCNC(=O)CCS(=O)(=O)c2ccc3c(c2)oc(=O)n3C)cc1	11	-15	2	1	4	-5	10	2	9	-10	2
COc1ccc(NC(=S)NCCc2c[nH]c3ccc(OC)cc23)c(OC)c1	9	0	1	4	-10	0	-12	3	8	-25	9
COc1cc2ccccc2cc1C(=O)NCc1ccncc1	3	-18	2	2	20	-10	-7	16	-7	-21	-9
CCO[C@@H]1OC(C(=O)NCc2ccccc2)=C[C@H](c2cn(C(C)=O)c3ccccc23)[C@H]1CCCO	9	-3	-12	2	-11	3	2	8	-17	11	30
O=C(NCc1ccccc1F)C1CCCN1C(=O)Nc1ccc(F)cc1 (stereo unspecified)	10	-6	-30	4	9	5	-4	-6	3	6	13
CCn1c(CNc2ccc(F)cc2)nnc1SCC(=O)Nc1ccccc1OC	2	5	-11	-2	0	12	-1	-1	8	10	4
COc1ccc(S(=O)(=O)N(C)C[C@@H]2Oc3cc(Br)ccc3S(=O)(=O)N([C@H](C)CO)C[C@@H]2C)cc1	54*	-20	-3	x	0	x	5	9	16	-21	-7
O=C(CN1CCN(S(=O)(=O)c2ccc(C(F)(F)F)cc2)CC1)N1CCNC1=O	-4	-11	-15	-3	-8	7	3	12	-8	19	10
O=C(c1ccc(CS(=O)(=O)c2cccc(C(F)(F)F)c2)o1)N1CCN(c2ccccn2)CC1	26	7	-3	1	10	3	8	0	5	-15	12
O=C(c1ccc(F)cc1)C1CCN(C(=O)c2c(F)cccc2F)CC1	3	8	10	2	-8	-6	-3	-15	23	-5	4
Cc1ccc(-n2ncc3c(=O)[nH]c(SCC(=O)N4CC(=O)Nc5ccccc54)nc32)cc1	1	2	-7	x	-10	1	-6	4	65	-17	-3
C[C@H](CO)N1C[C@H](C)[C@@H](CN(C)S(=O)(=O)c2cccs2)Oc2ccc(NC(=O)C3CC3)cc2C1=O	3	-5	-8	x	6	-7	-5	-4	4	-24	6
SMILES	Peg3 prom inh	CF NFkB block	TROY NFkB inh	NR2E3 ag-1	TWEAK-Fn14 inh	MITF TRPM1 inh	TRAIL sens C8	KKLEB cytotox	Shn3 inh set2	NR2E3 ag-2	HIF-2a block
Fc1ccc(-n2cc(-c3ccccc3)c3c(NN4CCOCC4)ncnc32)cc1	41	4	1	1	-32	18	2	-7	35	-1	30
COc1ccc2cc3cc(C(=O)NCc4cccs4)oc3nc2c1	-28	-6	-12	-41	-34	-6	9	-19	2	33	-29
CC1(c2cccc(N)c2)OCCO1	4	-10	-18	x	1	x	-3	-11	-8	-5	12
Cc1nc(/C(N)=N/OC(=O)c2ccccc2Cl)c(C(F)(F)F)o1	-14	7	-30	0	-9	-12	-19	-11	-2	-18	-23
CCOc1ccccc1NC(=O)c1cccc(NC(=O)C2CCCC2)c1	3	0	9	3	9	0	10	0	-1	-24	-5
COc1ccc(C2CCCCCN2Cc2nc3ccccc3c(=O)n2CC(N)=O)cc1 (stereo unspecified)	-8	-10	-4	-2	8	8	-6	6	1	-24	-15
CCOc1ccccc1N1CCN(C(=O)c2ccc(S(=O)(=O)Nc3ccccc3)cc2)CC1	7	8	35	2	13	7	3	12	48	26	6
O=C(/C=C/NNC(=O)c1ccccc1)c1ccc(Br)cc1	-24	10	-19	-1	-41	14	12	-2	18	-124	-74
CCCCN1C(N)=NC[C@@H]1CCCCN	-2	-8	-10	2	1	6	-5	-13	-19	-9	9
Cn1c(=O)c2c(SCc3ccccn3)nc(C3CC3)nc2n(C)c1=O	3	-6	-5	-3	-22	-43	1	-5	12	-7	-4
CC(Oc1ccc(Br)cc1)C(=O)NNC(=O)CCN1CCN(c2ccccc2)CC1 (stereo unspecified)	6	-7	8	2	5	10	28	-2	9	-11	10
CCNC(=S)NNc1nnc(-c2ccccc2)c(-c2ccccc2)n1	-17	2	22	1	-9	13	-2	5	-31	-38	11
Cc1ccc2cccc(NC(=S)NC(=O)c3ccn(C)n3)c2n1	-2	-24	-2	-1	15	18	-7	-7	31	-1	0
COc1ccccc1NC(=O)C(C)Sc1nnnn1C (stereo unspecified)	2	4	-9	1	2	0	-18	-2	-1	-12	5
CC(C)n1cc(CN2CCC(C(=O)Nc3cccc(-c4cccc(Cl)c4)c3)CC2)cn1	111*	12	6	1	-19	38	23	-19	18	11	16
CC(C)(C(=O)c1ccccc1)/[N+]([O-])=C/c1ccc(F)cc1	-5	2	-7	3	-4	0	4	4	-2	-10	-15
Cc1ccc(S(=O)(=O)N(C)c2ccccc2C(=O)N2CCOCC2)cc1	16	-23	-20	1	38	4	0	15	2	-16	2
CN(C)c1ccc(-c2ccccc2)nn1	-193	1	-31	-1	26	-62	20	-2	-81	-140	-113
O=c1[nH]c(O)c(/C=C2\C=Nc3ccccc32)[nH]1	-31	0	10	x	25	-10	9	7	6	-12	-11
CC(C)(C)C1CCc2c(sc(NC(=O)c3cc(C4CC4)on3)c2C#N)C1 (stereo unspecified)	27	17	14	-1	-59	0	0	4	20	-2	-5
COCCCN1C(=O)C(CC(=O)NCCN2CCOCC2)CC(C(=O)N(C(C)C)C(C)C)=C1C (stereo unspecified)	6	-24	0	x	17	x	3	-5	-7	-4	4
Cc1c(NC(=O)c2cc(C3CC3)on2)c(=O)n(-c2ccccc2)n1C	1	4	15	7	-8	11	-7	-5	-5	4	16
CCOC(=O)C1CCN(C(=O)c2cc(C(C)(C)C)nn2Cc2ccccc2)CC1	16	4	-34	1	-4	10	-5	-11	48	-18	8
CN1OC(CC(=O)O)N(c2ccc(Cl)cc2)C1=O (stereo unspecified)	4	5	-10	3	-14	5	0	-6	-18	-12	-4
O=C(c1ccc(Cl)cc1)N1CCN(CCc2ccccn2)CC1	11	-15	11	x	-3	4	-2	-1	-15	12	16

Compound profiles, as listed above. Values in the order: Peg3 prom inh	CF NFkB block	TROY NFkB inh	NR2E3 ag-1	TWEAK-Fn14 inh	MITF TRPM1 inh	TRAIL sens C8	KKLEB cytotox	Shn3 inh set2	NR2E3 ag-2	HIF-2a block
Listed for O=C(/C=C/NNC(=O)c1ccccc1)c1ccc(Br)cc1 : -24	10	-19	-1	-41	14	12	-2	18	-124	-74
Listed for O=c1[nH]c(O)c(/C=C2\C=Nc3ccccc32)[nH]1 : -31	0	10	x	25	-10	9	7	6	-12	-11
Listed for COCCCN1C(=O)C(CC(=O)NCCN2CCOCC2)CC(C(=O)N(C(C)C)C(C)C)=C1C (stereo unspecified) : 6	-24	0	x	17	x	3	-5	-7	-4	4

The list continues:
SMILES	Peg3 prom inh	CF NFkB block	TROY NFkB inh	NR2E3 ag-1	TWEAK-Fn14 inh	MITF TRPM1 inh	TRAIL sens C8	KKLEB cytotox	Shn3 inh set2	NR2E3 ag-2	HIF-2a block
CSc1cccc(NC(=S)NCCCO)c1	5	-11	20	6	13	1	14	2	-14	-17	5
N=C1C(c2nc3ccccc3s2)=C(O)CN1C1CCCCC1	-106	-14	-55	1	-90	-48	38	7	-38	-32	-100
COc1ccc(-n2nc3cc(N)c(Br)cc3n2)cc1	-281	-9	-43	1	-2	-31	18	-10	-102	-110	-293
COc1cc(C#CC#CCN2CCCCC2)ccc1O	-29	-14	-34	1	2	-13	14	5	-16	-21	-73
CCOC(=O)C1CCCN(Cc2ccccc2OCC)C1 (stereo unspecified)	0	-7	7	2	4	5	-13	8	7	-27	16
Cn1c(CC(=O)Nc2ccccc2)nnc1SCCOc1ccccc1	-53	-6	-36	5	0	-23	-21	3	-32	-19	-54
CCS(=O)(=O)N1CCC(C(=O)NCCCN2CCCCCC2)CC1	1	2	-13	-2	-10	-2	-15	9	7	2	14
CSc1nnc(C)c(=O)n1COC(=O)COc1ccccc1F	6	15	3	6	-14	-3	5	-1	x	6	8
COc1cc(OC)c2c(c1)OC(=O)CC2c1ccc(C)cc1 (stereo unspecified)	-20	16	-6	x	-11	0	0	-3	-13	8	1
COc1ccc(CCNC(=O)C(C)SCc2ccccc2)cc1 (stereo unspecified)	10	-4	-8	-6	16	-12	-2	-10	12	3	17
NNc1nc2sc3c(c2c(=O)[nH]1)CCc1ccccc1-3	-1	9	11	0	1	8	-20	7	-5	-17	17
O=C(Cc1c(F)cccc1Cl)N(Cc1ccccc1)c1ccccn1	2	-3	15	1	0	2	-4	16	-2	-25	11
CCc1noc(C)c1C(=O)OCC(=O)N(C)c1c(N)n(Cc2ccccc2)c(=O)[nH]c1=O	11	-7	-4	-1	-9	7	11	9	-5	-8	6
